Compound activity from PubChem.
HSP90 inh: blocks HSP90-mediated luciferase refolding in reticulocyte lysate. Rabbit reticulocyte lysate, luciferase refolding luminescence, 3 h. inhibition, % at 5.6 µM. AID 1789. actives 0.91% (n = 290,000);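 active means inhibition above the screen-wide mean plus 3 SD, computed separately per campaign, cut at about 16% in these data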;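 further: 0% = DMSO wells and 100% = 60 µM geldanamycin wells; inhibitors lower the luminescence because luciferase stays unfolded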
HSF-1 act: increases HSF-1 driven luciferase reporter signal; NIH3T3-HGL HSF-1 luciferase reporter, MG132, 8 h; 100% = twice DMSO control signal; activation, % at 9 µM; actives 1.7% (n = 300,000);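 active means mean replicate activation of at least 50% with a set share of replicates each reaching 50%; inconclusive means only one of those two conditions met; inactive means mean below 50% and too few replicates reaching it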;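 further: 0% = median of the neutral control wells and 100% = twice that signal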
HIF activator: HIF pathway transcriptional activation; U2OS HRE-luciferase reporter, luminescence; normalized: DMSO 0%, desferrioxamine 100%; activation, % at 7.5 µM (by protocol); actives 0.32% (n = 300,000); AID 1910;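 active means mean activation of at least 10% of the iron chelator positive control signal, with at least half of replicates also reaching 10%; inconclusive means mean and replicate majority disagree about reaching 10%; inactive means mean and most replicates under 10%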
AI-2 QS modul: modulators of Vibrio harveyi AI-2 quorum sensing system. Vibrio harveyi JMH597 AI-2 luminescence/OD600 ratio, 9 h; active compounds read low; strain lacks LuxN and CqsS sensors; 0 = neutral-control median. activity change, % at 7.5 µM. actives 0.4% (n = 300,000); in the data active means activity change below about -75%, passing the limit was not always enough; inconclusive means no clear call, values can overlap the other calls;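 further: luminescence divided by OD600 gain over 9 h not by final OD600 alone; inactives centre near 13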
IEC-6 cytotox: counter-screen for KLF5 inhibitors: cytotoxicity in IEC-6 cells; IEC-6 cytotoxicity, luminescence viability; inhibition, % at 5 µM; actives 0.78% (n = 290,000); AID 1825; in the data active means inhibition above about 22%;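 further: 0% = plate median of test compound wells and 100% = cytotoxic reference compound wells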
KLF5 inhibitor: kruppel-like factor 5 inhibition. actives 0.23% (n = 290,000). inhibition, % at 5 µM. AID 1700. DLD-1 KLF5 promoter-luciferase reporter, luminescence;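 active means inhibition above a per-plate limit of that plate's mean compound inhibition plus 3 SD, cut at about 60% in these data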;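 further: 0% = DMSO wells and 100% = LY294002 at 200 µM; higher means less KLF5 promoter-driven luciferase light; inactives centre near -14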
HSF1 inh: HSF1 inhibition | NIH3T3-HGL HSE-luciferase, MG132-induced, luminescence 8 h; active compounds read low | AID 2098 | actives 0.77% (n = 300,000) | activity change, negative = inhibition, % at 7.5 µM (by protocol);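 active means more than half of replicate wells show activity change below -50%, luminescence cut by over half; inconclusive means some wells, but at most half, below -50%; inactive means no replicate well below -50%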;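 further: luciferase reports HSF-1 transcriptional activity via heat shock element; 0% = median of DMSO wells and -100% = zero luminescence signal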
HDAC3 inhib: blocks human histone deacetylase 3; O15379; recombinant HDAC3, fluorogenic peptide/trypsin coupled, fluorescence; inhibition, % at 8.3 µM; actives 0.15% (n = 320,000); in the data active means inhibition above about 26%, passing the limit was not always enough; inconclusive means no clear call, values can overlap the other calls
Target sequence (O15379 whole entry, looked up): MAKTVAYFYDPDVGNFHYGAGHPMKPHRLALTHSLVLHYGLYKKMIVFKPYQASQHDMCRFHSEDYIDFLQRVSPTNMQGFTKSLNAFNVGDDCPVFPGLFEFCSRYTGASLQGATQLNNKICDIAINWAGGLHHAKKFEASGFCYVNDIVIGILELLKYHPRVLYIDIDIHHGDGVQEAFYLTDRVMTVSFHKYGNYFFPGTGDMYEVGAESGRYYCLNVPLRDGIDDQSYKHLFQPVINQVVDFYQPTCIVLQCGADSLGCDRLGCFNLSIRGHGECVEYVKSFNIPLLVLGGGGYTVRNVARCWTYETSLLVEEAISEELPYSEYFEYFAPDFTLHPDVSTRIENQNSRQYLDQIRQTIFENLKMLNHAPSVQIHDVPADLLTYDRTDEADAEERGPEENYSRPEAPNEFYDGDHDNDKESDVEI
Platelet DG rel: platelet dense granule release activity; human platelet-rich plasma, SFLLRN dense granule ATP release, luminescence; inhibition, %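 (compounds screened at 7.5 µM in platelet-rich plasma)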; actives 0.22% (n = 300,000); AID 1663;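 active means mean replicate score, as percent of positive control, at or above 50; inconclusive means mean below 50 but at least one replicate at or above 50; inactive means mean and every replicate below 50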
aSyn UTR inh: MLPCN primary screen, SNCA 5' untranslated region; alpha-synuclein 5'UTR reporter, inhibitor activity; inhibition, % (tested at 7.5 µM); actives 0.82% (n = 300,000); AID 1813; in the data active means inhibition above about 60%; inconclusive means no clear call, values can overlap the other calls;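 further: H4 neuroglioblastoma cells stably carrying SNCA 5'UTR luciferase fusion; 0% = DMSO wells and 100% = positive control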
* = called active by the depositor; ? = inconclusive; / = not tested or not shown.

SMILES | HSP90 inh | HSF-1 act | HIF activator | AI-2 QS modul | IEC-6 cytotox | KLF5 inhibitor | HSF1 inh | HDAC3 inhib | Platelet DG rel | aSyn UTR inh
COc1ccc(CN(C(=O)c2oc3ccccc3c2C)C2CCS(=O)(=O)C2)cc1 (stereo unspecified) | -4 | -22 | -0.4 | -2 | 2 | -4 | -6 | 15 | 3 | 14
CC(C)=CCCC(C)CN1CCC(n2nccc2NC(=O)C2CCCC2)CC1 (stereo unspecified) | 3 | 13 | -0.7 | 17 | -2 | -41 | 1 | 5 | -10 | -1
CCCNC(=O)C(NS(=O)(=O)c1ccc2c(c1)c(=O)n(C)c(=O)n2C)c1ccccc1 (stereo unspecified) | 2 | 2 | -0.4 | 3 | 9 | -3 | 1 | -8 | -6 | -8
CCN1CCN(C(=O)CN(C)S(=O)(=O)c2ccc(Cl)cc2)CC1 | 2 | / | / | 17 | 1 | 9 | / | 1 | 13 | /
O=C(NC(c1ccccc1)c1ccccc1)c1cccc(S(=O)(=O)NCc2ccccc2)c1 | 1 | -8 | -0.3 | 6 | -12 | -8 | 4 | 6 | -1 | 0
C=C1CCN([C@@H](C)C(=O)NCc2ccc(Cl)cc2)S(=O)(=O)c2ccccc21 | / | 27 | -0.5 | 33 | / | / | 3 | -8 | -4 | -7
CN(C)c1ccc(-c2nnc(-c3cccs3)o2)cc1 | -3 | 49 | -4.1 | -6 | 1 | -98 | 29 | -19 | 3 | 82*
Cc1ccc2c(c1)[nH]c1c(=O)n(CCN3CCCCC3)cnc12 | 3 | -3 | 1.1 | 5 | -2 | 22 | -1 | 10 | -6 | -26
COc1ccccc1/C=C/C(=O)OCC(=O)Nc1ccc(Cl)cn1 | -4 | 11 | 0.1 | 14 | -9 | -16 | 13 | 0 | 1 | -6
COc1cccc(C(=O)OCC(=O)c2ccc(Br)s2)c1 | 1 | 12 | 0.5 | 33 | 0 | -17 | 21 | 2 | -1 | 6
CCOc1ccc(Br)cc1S(=O)(=O)N1CCC(C(=O)O)CC1 | 1 | 4 | -0.1 | 4 | 4 | 14 | 6 | -1 | 0 | -6
Cc1ccc(C)c(S(=O)(=O)N2CCN(C(=O)c3cncc(Br)c3)CC2)c1 | -3 | 9 | 0.5 | 7 | 3 | -18 | 4 | 2 | -1 | -18
OCCCc1cn(CC2CCCCC2)nn1 | -3 | -5 | -0.2 | 8 | -6 | -25 | -16 | 3 | -2 | 1
COC(=O)C1=C(C)N(Cc2ccccc2)C(=NCCc2ccccn2)N[C@H]1c1cccc(F)c1 | 1 | 5 | 1.7 | 8 | 9 | -21 | -3 | -8 | -9 | -7
O=c1nc2s/c(=C\c3ccco3)c(=O)n2nc1Cc1ccc(F)cc1 | -2 | -9 | 0.2 | 10 | -9 | -15 | -6 | -1 | 20 | -5
CC(NC(=O)C1CCN(C(=O)[C@@H]2Cc3ccccc3CN2)CC1)c1ccccc1 (stereo partly specified) | -3 | -5 | -0.2 | -24 | -7 | -27 | -1 | 4 | -2 | 14
CCOC(=O)N1CCN(C(=O)CSc2nnc(-c3c[nH]c4ccccc34)n2CCOC)CC1 | 1 | -10 | 0.1 | 10 | -3 | -15 | -7 | -2 | 0 | -2
CSc1nsc(SCC(=O)NCc2ccc(C)cc2)n1 | -5 | -84 | -2.6 | -9 | -6 | -34 | -79* | 10 | -4 | 9
CCC1Sc2ccc(S(=O)(=O)CCC(=O)Nc3ccccc3Br)cc2NC1=O (stereo unspecified) | 2 | 1 | -0.2 | 18 | -2 | 6 | 3 | 3 | 4 | 8
CCC(C)C(=O)Nc1nnc(CCc2ccccc2)s1 (stereo unspecified) | 4 | 16 | -21 | 10 | -10 | -54 | -3 | -3 | -15 | -22
O=C(Nc1ccccc1)c1c2c(nc3ccccc13)CCCC2 | -1 | -5 | -0.2 | 3 | -1 | 0 | -3 | -12 | 1 | -7
COc1ccccc1CNC(=O)C(=O)NCC1OCCN1S(=O)(=O)c1ccc(Br)cc1 (stereo unspecified) | 5 | 9 | -27 | 22 | -1 | -8 | 7 | 0 | -9 | 12
COc1ccc(C2=NN(c3nc(-c4ccc(CNC(C)=O)cc4)cs3)C(c3ccco3)C2)cc1 (stereo unspecified) | 3 | 9 | 1.1 | 31 | 1 | -9 | 16 | 10 | 2 | -78
COC(=O)C1(C)NC(c2ccco2)C2C(=O)N(c3ccc(C)cc3)C(=O)C21 (stereo unspecified) | 0 | 4 | -0.6 | 27 | -1 | -18 | -3 | 2 | 10 | 18
O=C(c1c(Cl)cccc1Cl)N1CCN(c2ncccn2)CC1 | 1 | -16 | 0.3 | 21 | 9 | -2 | -1 | 2 | 5 | 11

(further entries)
SMILES | HSP90 inh | HSF-1 act | HIF activator | AI-2 QS modul | IEC-6 cytotox | KLF5 inhibitor | HSF1 inh | HDAC3 inhib | Platelet DG rel | aSyn UTR inh
C/C(CCc1ccccc1)=N/NC(=O)C(=O)NCc1ccccc1 | -4 | -2 | 0.1 | 16 | 1 | 3 | -2 | -5 | 1 | 14
Cc1cc(NC(=O)CC#N)n(-c2ccccc2)n1 | -2 | 18 | -0.2 | 24 | 1 | -2 | 7 | -10 | 2 | 2
CCN(CC)CCC(=O)N1c2ccccc2CCc2ccc(NC(=O)OC)cc21 | -1 | -3 | -8.9 | 3 | -2 | -19 | -2 | -2 | -6 | 4
O=C(NCCc1c[nH]c2ccccc12)c1ccc2nc[nH]c2c1 | / | 17 | 0.6 | 0 | / | / | 1 | -2 | 4 | -20
C/C(=N\NC(=O)CCCNc1ccccc1)c1ccncc1 | 2 | 8 | -0.4 | 15 | 6 | -38 | 8 | -1 | -6 | 5
O=C(Cc1cccc(C(F)(F)F)c1)NCc1ccc(Cl)cc1Cl | 0 | 16 | -0.5 | 17 | 5 | 2 | 11 | -3 | 1 | 18
Cc1ccc(S(=O)(=O)/N=C2\C=C(Nc3cccc(C(=O)O)c3)C(=O)c3ccccc32)c(C)c1 | 92* | 4 | 1.5 | 15 | 8 | -8 | 7 | 7 | -3 | 38
CCn1cc(CNC(=O)CCc2nnc(CCC3CCCCC3)o2)cn1 | 2 | 4 | -0.2 | 24 | -1 | -4 | 4 | -7 | -2 | -2
CCOC(=O)C(CCCCCCC(NC(C)=O)(C(=O)OCC)C(=O)OCC)(NC(C)=O)C(=O)OCC | 0 | 0 | 0.0 | 13 | 3 | 7 | -10 | -3 | 2 | 13
COc1ccc(C(=O)NC2CC2)cc1OC1CCN(Cc2ccc(F)cc2)CC1 | -2 | -10 | 0.3 | 20 | 2 | -16 | -1 | -1 | -5 | 7
CCCc1nc(SCC(=O)c2ccccc2)c2c(=O)n(C)c(=O)n(C)c2n1 | -2 | -2 | -0.2 | -2 | 1 | -30 | 2 | -1 | 2 | 33
O=C(COC(=O)CCc1c[nH]c2ccccc12)Nc1cc([N+](=O)[O-])ccc1Cl | 2 | / | / | 17 | -5 | -13 | / | 2 | -2 | 0
CC(=O)Nc1ccc(S(=O)(=O)Oc2ccc(/C=C3\SC(N)=NC3=O)cc2)cc1 | -2 | -13 | -0.1 | 21 | -5 | 1 | 4 | 0 | 4 | 6
O=C(O)C1CCCN1S(=O)(=O)c1ccc2[nH]c(=O)c(=O)[nH]c2c1 (stereo unspecified) | 1 | -3 | 0.4 | 7 | 0 | -10 | -14 | -3 | -4 | -6
O=C(CCC(=O)Nc1ccccc1Cl)NN=C1CCCC1 | -4 | / | / | 32 | 3 | -11 | / | 7 | / | /
CC(=O)c1c(C)[nH]c(C(=O)OCC(=O)N2c3ccccc3NC(=O)C2(C)C)c1C | -3 | 4 | 0.3 | 24 | 4 | -15 | -3 | 3 | 17 | 12
CCC(C)(C(=O)NC1CCCC1)N(C)C(=O)c1ccccn1 (stereo unspecified) | 3 | 8 | -0.1 | -1 | 0 | -32 | 2 | -3 | -3 | -4
CCCc1cc(=O)[nH]c(SCc2ccc(F)cc2)n1 | -1 | 9 | 0.1 | 8 | -3 | -39 | 9 | 3 | 6 | 15
O=C(N/N=C/c1cccc(F)c1)c1csc2c1CCCC2 | -10 | 39 | 2.2 | ? | 1 | -128 | 24 | -10 | 12 | -144
Cc1cccc(NS(=O)(=O)c2cc(OCC(N)=O)c(C)cc2Cl)c1 | 4 | 14 | -0.4 | 18 | 5 | -8 | 3 | -2 | 0 | 9
COCCN(C(=O)COC(=O)c1ccccc1Nc1ccccc1)c1c(N)n(Cc2ccccc2)c(=O)[nH]c1=O | / | 19 | -0.3 | 11 | / | / | 23 | -12 | -14 | 2
Cc1ccccc1-c1nc(CS(=O)(=O)CC(=O)NCCCN2CC(C)CC(C)C2)c(C)o1 (stereo unspecified) | 3 | -17 | -0.2 | -1 | 1 | -21 | 2 | 2 | 0 | 29
O=C(CCCN=C1NS(=O)(=O)c2ccccc21)OCC(=O)c1ccccc1 | / | 8 | 0.0 | 10 | / | / | -1 | 0 | 0 | -10
CSCCC(NC(=O)c1ccc(Cl)cc1Cl)C(=O)OCC(N)=O (stereo unspecified) | -1 | 0 | -0.4 | 3 | 2 | -35 | 4 | -3 | 4 | -2
Cc1sc(NC(=O)c2ccco2)c(C(Nc2ccccn2)c2ccccc2)c1C (stereo unspecified) | 3 | -3 | 0.1 | 19 | -2 | -10 | 1 | 4 | -14 | -20

(more compounds)
SMILES | HSP90 inh | HSF-1 act | HIF activator | AI-2 QS modul | IEC-6 cytotox | KLF5 inhibitor | HSF1 inh | HDAC3 inhib | Platelet DG rel | aSyn UTR inh
Cc1cc(N(C)C)c(C#N)c(=O)[nH]1 | 0 | -3 | 0.3 | 13 | -6 | -9 | -2 | 8 | -1 | 20
Cc1cc(=O)[nH]c2n[nH]c(-c3ccccc3)c12 | 2 | 8 | 0.3 | 19 | -3 | -11 | 2 | -18 | 0 | -63
Cc1ccc(-n2c3nc(=O)n(C)c(=O)c-3cc3ccccc32)cc1 | 1 | 32 | 0.1 | 17 | -1 | -10 | 6 | -17 | 9 | 29
Cc1ccc(C(=O)CC(=O)c2cc(Cl)ccc2O)cc1 | 1 | 30 | 1.3 | 41 | -8 | -106 | 17 | -2 | -1 | -151
Cn1c(SCc2ccc(Cl)cc2)nc(C(F)(F)F)cc1=O | 0 | -8 | -2.4 | 24 | -8 | 0 | 1 | 3 | 2 | 25
COc1ccc(S(=O)(=O)Nc2ccc3c(c2)N(C(C)=O)CCC3)cc1 | / | -3 | 1.2 | 21 | / | / | -1 | 0 | -5 | -2
CCCCCN(C(=O)NC(=O)Nc1nncs1)S(C)(=O)=O | 0 | 15 | -0.3 | 2 | -1 | -16 | -5 | 2 | 10 | 13
NC(=O)C1CCN(C(=O)c2cc3ccccn3n2)CC1 | -3 | 6 | -0.1 | 15 | -2 | -10 | 2 | -5 | 10 | -26
CC(=O)c1c(N2CCN(Cc3ccccc3)CC2)nc(=S)n(-c2ccccc2)c1C | 0 | 4 | -0.1 | 2 | 1 | -19 | 0 | 4 | -2 | -16
